HT1080-NT tox – qHTS for induction of synthetic lethality in tumor cells producing 2HG: qHTS for the HT-1080-NT fibrosarcoma cell line; HT-1080-NT fibrosarcoma viability, CellTiter-Glo ATP luminescence, 48 h; Potency, µM (top dose mostly 46.1 µM), without a hit: at the top dose activity, negative = less viability, most hits filed as cytotoxic; 360,000 compounds, 1.6% hits;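 note: NT is the 2HG producing partner of a matched IDH1 knockdown line; potency is the fitted concentration of half-maximal effect; 0% = DMSO-treated cells and -100% = media-only wells without cells; nearly all actives have a fitted effect of over 55% in size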
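HT-1080-NT; 750 cells/well; 5% FBS RPMI; 48 h compound, 37 degrees C; CellTiter-Glo luminescence; curve fitting and curve-class assignment.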
SW480 rereplic – A quantitative high throughput screen for small molecules that induce DNA re-replication in SW480 colon adenocarcinoma cells | SW480 DNA re-replication, Hoechst DNA content imaging, 48 h | Potency, µM (series often up to 46.1 µM), inactives show top-dose re-replication activation, hits mostly activators | 340,000 compounds, 1.8% hits; note: potency is the fitted concentration of half-maximal effect; % of control where 0% means no effect; nearly all actives have a fitted effect of over 55% in size
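Image-based read-out: total Hoechst fluorescence of nuclei (405 nm excitation, 500-530 nm emission), with hits raising the fraction of high-intensity nuclei. SW480 colon cells incubated 48 hr with compounds at 37 C.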
D3 ag – qHTS of D3 Dopamine Receptor Agonist: qHTS; D(3) dopamine receptor (Homo sapiens), P35462; D3R DiscoveRx beta-arrestin cells, luminescence, 90 min; max activation, %; 410,000 compounds, 0.58% hits; AID 652048, 2013; in the data active = max activation above about 30%; note: 0% is about no effect; mostly tested at two doses, the higher about 12 µM
Target sequence (P35462 whole entry, looked up): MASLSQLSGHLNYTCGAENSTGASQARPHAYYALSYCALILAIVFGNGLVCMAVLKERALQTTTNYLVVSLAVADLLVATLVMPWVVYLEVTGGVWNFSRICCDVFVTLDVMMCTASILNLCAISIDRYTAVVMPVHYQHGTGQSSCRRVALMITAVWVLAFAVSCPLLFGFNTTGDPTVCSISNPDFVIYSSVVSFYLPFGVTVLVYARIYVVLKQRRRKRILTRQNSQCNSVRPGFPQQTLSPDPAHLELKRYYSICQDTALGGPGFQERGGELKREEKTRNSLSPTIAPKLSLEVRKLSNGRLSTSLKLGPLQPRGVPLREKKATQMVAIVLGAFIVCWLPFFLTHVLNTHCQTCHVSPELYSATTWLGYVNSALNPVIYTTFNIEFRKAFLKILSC
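Cells at 1500/well, incubated overnight, then treated with pinned compounds (dopamine as control) for 90 min at 37 degrees C. DiscoveRx reagent added for 30 - 60 minutes at room temperature; luminescence read.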
HT1080 IDH1KD tx – qHTS for induction of synthetic lethality in tumor cells producing 2HG: qHTS for the HT-1080-IDH1KD cell line | HT-1080 IDH1 knockdown viability, ATP luminescence, 48 h | Potency, µM (series often up to 46.1 µM), without a hit: at the top dose activity, negative = toxicity, most hits filed as cytotoxic | 360,000 compounds, 2% hits;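 note: potency is the fitted concentration of half-maximal effect; 0% = DMSO wells and -100% = cell-free medium wells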
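CellTiter-Glo luminescence after 48 h compound exposure at 37 degrees C of IDH1-knockdown HT-1080 cells in 5% FBS RPMI. %Activity scaled between DMSO wells and cell-free media wells, with curves fitted and assigned curve classes.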
KB-3-1 tox – qHTS assay for MDR1-selective chemotherapeutics: Primary screen using the parental adenocarcinoma cell KB-3-1; 400,000 compounds, 1.4% hits; KB-3-1 viability, CellTiter-Glo ATP luminescence, 72 h; AID 1347075, 2019; Potency, µM (series often up to 46.1 µM), without a hit: at the highest dose activity change, negative = cytotoxic, usual class: cytotoxic; note: potency is the fitted concentration of half-maximal effect; % is set by controls: 0 for no effect and ±100 for the full control effect; nearly all actives have a fitted effect of over 60% in size
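Viability of parental KB-3-1 cells, measured by CellTiter-Glo luminescence, followed a 72 h incubation at 37 °C with pinned compounds in phenol-red-free DMEM containing 10% FBS.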
IL1B secr inh – qHTS for Inhibitors of Inflammasome Signaling: IL-1-beta AlphaLISA Primary Screen; activity change, % at 57.5 µM; THP-1 LPS/ATP IL-1B secretion, AlphaLISA, 16 h; active compounds read low; 360,000 compounds, 4.7% hits; in the data active = activity change below about -50%; inconclusive = mostly about -30% to -49%; note: % is set by controls: 0 for no effect and ±100 for the full control effect
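THP-1 cells pretreated 1 hr with compounds (up to 57.5 uM final), then stimulated with LPS (250 ng/mL final) plus ATP (1.25 mM final); secreted IL-1B measured by AlphaLISA after 16 hr, decreased signal indicating inhibition.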
KB-V1 MDR tox – qHTS assay for MDR1-selective chemotherapeutics: Primary screen using the drug-selected MDR subline cells KB-V1; Potency, µM (doses to about 46.1 µM), for inactives: top-dose activity change, negative = cytotoxicity, most hits filed as cytotoxic; 400,000 compounds, 3.4% hits; KB-V1 MDR cells viability, CellTiter-Glo, 72 h; AID 1347076, 2019; note: potency is the fitted concentration of half-maximal effect; % is set by controls: 0 for no effect and ±100 for the full control effect; nearly all actives have a fitted effect of over 60% in size
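qHTS viability screen in drug-selected KB-V1 MDR cells: 72 h compound treatment at 37 degrees C, ATP luminescence end point.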
MCF10A rereplic – A quantitative high throughput screen for small molecules that induce DNA re-replication in MCF 10a normal breast cells | 350,000 compounds, 2.9% hits | MCF 10A DNA re-replication, Hoechst nuclear intensity, 48 h | AID 624296, 2012 | Potency, µM (doses to about 46.1 µM), without a hit: at the highest dose activity, positive = re-replication, most hits filed as activators; note: potency is the fitted concentration of half-maximal effect; % of control where 0% means no effect; nearly all actives have a fitted effect of over 50% in size
GLP1R cytotox – qHTS of GLP-1 Receptor Inverse Agonists: Cytotox Screen; HEK293 cAMP-luciferase reporter cells, luminescence, 24 h; Potency, µM (highest dose often 38.3 µM), inactives show at the top dose activity change, negative = inhibition, hits mostly inhibitors; 410,000 compounds, 0.13% hits; AID 624418, 2012;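 note: loss of luciferase light is scored as toxicity; potency is the fitted concentration of half-maximal effect; % is set by controls: 0 for no effect and ±100 for the full control effect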
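Quantitative HTS format, 1536 wells, 200 cells/uL seeded. Compounds: 23 nL, 24 h, 37 °C. Detection: luciferase reagent, luminescence at 12 min RT; decreased signal taken as cytotoxic.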
* hit, by the source's call; [ ] = remark or other dose. Unless noted, calls come from the whole dose curve; as a rule, active = well fitted curve in the direction sought with a large enough effect; inconclusive = small, poorly fitted or top-dose-only effect, or another doubt; inactive = no such curve, though single readings can be large; an effect the other way counts as inactive or inconclusive. No enrichment for hits. Share with any hit: about 11%.

For Cc1cc(C)cc(C(O)c2ncc(-c3ccccc3)[nH]2)c1 (configuration not stated) the results were HT1080-NT tox 7%, D3 ag 8, HT1080 IDH1KD tx -3%, KB-3-1 tox 0%, IL1B secr inh 1, KB-V1 MDR tox 3% and GLP1R cytotox 2%.
`CCOC(=O)c1cc(S(=O)(=O)N2CCC(C)CC2)cn1C` gave HT1080-NT tox 3%, SW480 rereplic -8%, D3 ag 2, HT1080 IDH1KD tx 2%, KB-3-1 tox -3%, IL1B secr inh 18, KB-V1 MDR tox 2%, MCF10A rereplic 1% and GLP1R cytotox 8%.
Screening Clc1cc(Br)ccc1OCCCn1ccnc1 returned HT1080-NT tox 6%, SW480 rereplic 1%, D3 ag 9, HT1080 IDH1KD tx -1%, KB-3-1 tox inconclusive, IL1B secr inh inconclusive, KB-V1 MDR tox 21µM*, MCF10A rereplic 15% and GLP1R cytotox 9%.
`O=C(NC1CCCC1)c1ccc([N+](=O)[O-])s1` gave HT1080-NT tox 0%, SW480 rereplic inconclusive, D3 ag 0, HT1080 IDH1KD tx -2%, KB-3-1 tox -23%, IL1B secr inh -1, KB-V1 MDR tox inconclusive, MCF10A rereplic 0% and GLP1R cytotox 0%.
`COc1ccc(CCNc2cc(C)nc3c(-c4ccc(Cl)cc4)c(C)nn23)cc1OC` gave HT1080-NT tox 9%, SW480 rereplic -68%[inhibitor], D3 ag 6, HT1080 IDH1KD tx 13%, KB-3-1 tox -1%, IL1B secr inh 15, KB-V1 MDR tox inconclusive, MCF10A rereplic inconclusive and GLP1R cytotox -16%.
`NC(=O)CSc1nnnn1-c1cccc(Cl)c1` gave HT1080-NT tox 15%, SW480 rereplic inconclusive, D3 ag 1, HT1080 IDH1KD tx 14%, KB-3-1 tox 0%, IL1B secr inh 4, KB-V1 MDR tox 2%, MCF10A rereplic 3% and GLP1R cytotox -4%.
CCN(c1ccccc1)S(=O)(=O)c1cc(CN2C(=O)c3cccnc3C2=O)ccc1OC was read as HT1080-NT tox 6%, SW480 rereplic -1%, D3 ag 1, HT1080 IDH1KD tx 11%, KB-3-1 tox 12%, IL1B secr inh -3, KB-V1 MDR tox 4%, MCF10A rereplic 10% and GLP1R cytotox -7%.
Screening COc1cccc(CSc2nc3ccncc3[nH]2)c1 returned HT1080-NT tox -27%, SW480 rereplic 4%, D3 ag -8, HT1080 IDH1KD tx -25%, KB-3-1 tox inconclusive, IL1B secr inh 4, KB-V1 MDR tox inconclusive, MCF10A rereplic 0% and GLP1R cytotox -7%.
`O=C1C2C3c4ccccc4C(c4ccccc43)C2C(=O)N1Cc1ccccn1` (configuration not stated) gave HT1080-NT tox 3%, SW480 rereplic 2%, D3 ag 4, HT1080 IDH1KD tx 2%, KB-3-1 tox -7%, IL1B secr inh 19, KB-V1 MDR tox 7%, MCF10A rereplic 5% and GLP1R cytotox -10%.
Screening CN(C)c1ccc(NC(=O)Oc2ccccc2)cc1 returned HT1080-NT tox 9%, SW480 rereplic 4%, D3 ag -7, HT1080 IDH1KD tx 12%, KB-3-1 tox -3%, IL1B secr inh -6, KB-V1 MDR tox 4%, MCF10A rereplic 2% and GLP1R cytotox -11%.
`CC1(C)C=Cc2cc3ccc(=O)oc3cc2O1` gave HT1080-NT tox inconclusive, SW480 rereplic -1%, D3 ag -6, HT1080 IDH1KD tx -10%, KB-3-1 tox inconclusive, IL1B secr inh -10, KB-V1 MDR tox 4%, MCF10A rereplic 1% and GLP1R cytotox -21%.
c1ccc2[nH]c(CSc3ncnc4c3oc3ccccc34)nc2c1 was read as HT1080-NT tox -10%, SW480 rereplic 6%, D3 ag -10, HT1080 IDH1KD tx -4%, KB-3-1 tox inconclusive, IL1B secr inh -13, KB-V1 MDR tox 4.6µM*, MCF10A rereplic inconclusive and GLP1R cytotox 0%.
`CC(C)Cn1c2c(c(O)c(C(=O)Nc3ccc(F)cc3)c1=O)CCCC2` gave HT1080-NT tox 13%, SW480 rereplic 0%, D3 ag 7, HT1080 IDH1KD tx 16%, KB-3-1 tox -8%, IL1B secr inh 38, KB-V1 MDR tox inconclusive, MCF10A rereplic inconclusive and GLP1R cytotox 0%.
NC(=O)[C@@H]1CC2(CC(c3cccc(NC(=O)CC(c4ccccc4)c4ccccc4)c3)=NO2)CN1C(=O)c1ccc(Cl)cc1 (some centres not stated) was read as HT1080-NT tox -26%, SW480 rereplic -5%, D3 ag -12, HT1080 IDH1KD tx -20%, KB-3-1 tox inconclusive, IL1B secr inh -8, KB-V1 MDR tox 0%, MCF10A rereplic -10% and GLP1R cytotox -13%.
`COc1ccc(Cl)cc1S(=O)(=O)Nc1cccc(-c2ccc(N3CCOCC3)nn2)c1` gave D3 ag -20, KB-3-1 tox 2%, KB-V1 MDR tox -22% and GLP1R cytotox -13%.
For Cc1c(C(=O)NCc2ccc(C(C)C)cc2)sc(=O)n1Cc1ccc(S(=O)(=O)N(C)C)cc1 the results were HT1080-NT tox -15%, D3 ag 7, HT1080 IDH1KD tx inconclusive, KB-3-1 tox inconclusive, IL1B secr inh -25, KB-V1 MDR tox 2.6µM* and GLP1R cytotox -4%.
For CCN(CC)CCCn1c2c(c(SCC(=O)Nc3nc4ccccc4s3)nc1=O)CCC2 the results were HT1080-NT tox -19%, SW480 rereplic -1%, D3 ag -7, HT1080 IDH1KD tx -9%, KB-3-1 tox -8%, IL1B secr inh -51*, KB-V1 MDR tox -2%, MCF10A rereplic 4% and GLP1R cytotox inconclusive.
Screening COc1ccc(CCC(C)NCc2ccccc2OC)cc1 (configuration not stated) returned HT1080-NT tox 0%, SW480 rereplic inconclusive, D3 ag -12, HT1080 IDH1KD tx -5%, KB-3-1 tox -8%, IL1B secr inh -82*, KB-V1 MDR tox -9%, MCF10A rereplic 4% and GLP1R cytotox 27%.
For O=C1C(=O)N(CCN2CCOCC2)C(c2ccc(Cl)c(Cl)c2)/C1=C(/O)c1ccc2c(c1)OCO2 (configuration not stated) the results were HT1080-NT tox 1%, SW480 rereplic 1%, D3 ag -2, HT1080 IDH1KD tx 4%, KB-3-1 tox 1%, IL1B secr inh -3, KB-V1 MDR tox 5%, MCF10A rereplic 3% and GLP1R cytotox 19%.
For CN(CC(=O)Nc1ccc(Cl)cc1)CC(=O)Nc1cccc2ccccc12 the results were HT1080-NT tox -24%, SW480 rereplic -1%, D3 ag -2, HT1080 IDH1KD tx -16%, KB-3-1 tox -4%, IL1B secr inh inconclusive, KB-V1 MDR tox -13%, MCF10A rereplic inconclusive and GLP1R cytotox -7%.
COc1ccc(NC(=O)CS(=O)(=O)c2ccc(Br)cc2)cc1 was read as HT1080-NT tox 8%, SW480 rereplic 1%, D3 ag 17, HT1080 IDH1KD tx 17%, KB-3-1 tox 6%, IL1B secr inh 4, KB-V1 MDR tox 3%, MCF10A rereplic -1% and GLP1R cytotox 7%.
For Cc1ccc(CNC(=O)CN2C(=O)c3ccccc3S2(=O)=O)cc1 the results were HT1080-NT tox -1%, SW480 rereplic 8%, D3 ag 1, HT1080 IDH1KD tx 0%, KB-3-1 tox 0%, IL1B secr inh -5, KB-V1 MDR tox inconclusive, MCF10A rereplic 10% and GLP1R cytotox -2%.
COc1ccc(-c2nc3cc([N+](=O)[O-])ccc3o2)cc1 was read as HT1080-NT tox 25%, SW480 rereplic -3%, D3 ag 4, HT1080 IDH1KD tx 16%, KB-3-1 tox 8%, IL1B secr inh 23, KB-V1 MDR tox -13%, MCF10A rereplic -1% and GLP1R cytotox 0%.
For N#CCSc1ncccc1-c1nc2ccccc2[nH]1 the results were HT1080-NT tox -2%, SW480 rereplic -3%, D3 ag -12, HT1080 IDH1KD tx -3%[9.24 µM], KB-3-1 tox 11%, IL1B secr inh 14, KB-V1 MDR tox -22%, MCF10A rereplic 0% and GLP1R cytotox 10%.
`CCN1C(=O)/C(=C/c2cc(C)n(C)c2C)SC1=Nc1ccc(OC)cc1` gave HT1080-NT tox inconclusive, SW480 rereplic inconclusive, D3 ag -1, HT1080 IDH1KD tx inconclusive, KB-3-1 tox inconclusive, IL1B secr inh -19, KB-V1 MDR tox -14%, MCF10A rereplic 0% and GLP1R cytotox -14%.
For O=C1CCC/C(=N\NC(=O)c2ccc(CSc3cccc4cccnc34)cc2)C1 the results were HT1080-NT tox -20%, SW480 rereplic -11%, D3 ag 4, HT1080 IDH1KD tx -4%, KB-3-1 tox 10%, IL1B secr inh -1, KB-V1 MDR tox 0%, MCF10A rereplic -2% and GLP1R cytotox -24%.
Screening CCC(OC(=O)c1nsc(Cl)c1Cl)C(=O)NCc1cccs1 (configuration not stated) returned HT1080-NT tox inconclusive, SW480 rereplic -5%, D3 ag 2, HT1080 IDH1KD tx inconclusive, KB-3-1 tox 3%, IL1B secr inh 23, KB-V1 MDR tox 2%, MCF10A rereplic 0% and GLP1R cytotox 1%.

For convenience, some entries already given.
For O=C1CCC/C(=N\NC(=O)c2ccc(CSc3cccc4cccnc34)cc2)C1 the results were HT1080-NT tox -20%, SW480 rereplic -11%, D3 ag 4, HT1080 IDH1KD tx -4%, KB-3-1 tox 10%, IL1B secr inh -1, KB-V1 MDR tox 0%, MCF10A rereplic -2% and GLP1R cytotox -24%.
Screening CCC(OC(=O)c1nsc(Cl)c1Cl)C(=O)NCc1cccs1 (configuration not stated) returned HT1080-NT tox inconclusive, SW480 rereplic -5%, D3 ag 2, HT1080 IDH1KD tx inconclusive, KB-3-1 tox 3%, IL1B secr inh 23, KB-V1 MDR tox 2%, MCF10A rereplic 0% and GLP1R cytotox 1%.

Source: PubChem BioAssay
